Screens deposited in PubChem by Broad Institute.
FN deposit inh = inhibitors of fibronectin matrix deposition, primary screen, AH1F cells, Alexa488-fibronectin fluorescence, plate reader. actives 0.086% (n = 350,000). inhibition, % at 12.6 µM. AH1F fibroblasts, overnight;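 active = mean inhibition across replicates of 30% or more, regardless of how many single replicates reach that level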;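 also: positive control wells lacked labelled fibronectin entirely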
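Test system: AH1F fibroblast monolayer depositing Alexa488-labelled fibronectin into matrix. Input: 10000 cells per well. Technique: fluorescence, ex 485 nm, em 525 nm. Buffer or medium: DMEM plus 2% serum, read in PBS. Timing: 1 h cell adhesion before compound, then overnight fibronectin incubation. Compound: single dose, pinned. Read-out basis: inhibition from reduced deposited-fibronectin fluorescence.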
EWS-Fli block = EWS/Fli-driven NR0B1 reporter inhibitors, primary screen, A673 cells, NR0B1 luciferase, luminescence, MLPCN library | viability-normalised | inhibition, % at 12.6 µM | actives 0.67% (n = 350,000);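 active = mean inhibition of at least 50% after viability correction, with every replicate also passing that limit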;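 also: firefly luciferase signal divided by Alamar Blue viability fluorescence both relative to DMSO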
PAX8 inh HTS = inhibitors of PAX8-driven TPO luciferase reporter, primary screen, RMG-I cells, single concentration; SteadyGlo, 24 h; inhibition, % at 12.6 µM; actives 1.2% (n = 360,000);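 active = mean replicate inhibition at least 60% with every replicate also reaching 60%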;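 also: luciferase light reporting Pax8 driven TPO promoter activity; plate controls were median of neutral control wells for no effect and mitoxantrone controls for full effect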
PGC1a acetyl inh = inhibitors of PGC1a acetylation signal, primary screen, cell-based, U2OS, AlphaScreen, inhibitor mode | AlphaScreen anti-acetyl-lysine; with virally co-expressed GCN5 acetyltransferase | inhibition, % at 15.6 µM | actives 0.17% (n = 350,000) | AID 651687, 2012;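 active = every replicate shows inhibition of at least 40%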;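 also: 0% = neutral control wells and 100% = positive control wells; some results beyond the cut were filed as inactive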
LGR2 antag = inhibitors of bursicon-induced LGR2 CRE-luciferase signal, primary screen, cell-based, HEK293, CRE-luciferase reporter, bursicon stimulation; Drosophila bursicon receptor LGR2 (rickets); bursicon-stimulated, 4 h; inhibition, % at 9.99 µM; actives 0.35% (n = 380,000); AID 720647, 2013;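 active = drop in luminescence signal, shown as inhibition above about 50% in the replicate tests, limit read from the data, passing the limit was not always enough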;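 also: agonist challenge used bursicon conditioned medium at about half maximal strength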
S100A4 inh HTS = inhibitors of S100A4-myosin IIA peptide binding, primary screen, biochemical, fluorescence polarization, TAMRA-MyoIIA peptide; inhibition, % at 10.7 µM; actives 0.14% (n = 360,000);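 active = mean inhibition of at least 70% across replicates, with every replicate also reaching that level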
Target sequence (P26447 whole entry, looked up): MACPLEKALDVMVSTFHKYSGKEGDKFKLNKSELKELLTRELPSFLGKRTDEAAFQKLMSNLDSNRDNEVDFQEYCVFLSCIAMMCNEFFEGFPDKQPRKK
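Test system – S100A4 monomer (human) · Compound – single-point compound testing · Schedule – 5 min incubation before reading · Probe or stimulus – TAMRA-labelled myosin IIA heavy-chain peptide probe, 5 nM · Benchmarks – neutral control DMSO, positive control TFP · Medium – Calcium-containing HEPES buffer, pH 7.2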
PglD DTNB = C. jejuni PglD acetyltransferase inhibitors, primary screen, biochemical, DTNB colorimetric, single point; UDP-N-acetylbacillosamine N-acetyltransferase PglD (Campylobacter jejuni); purified PglD enzyme, DTNB colorimetric CoA detection; inhibition, % at 12.5 µM; actives 0.098% (n = 360,000); AID 602405, 2012; in the data active = inhibition above about 16%, passing the limit was not always enough; also: strong numbers were not always called active
ERAP1 inh = human ERAP1 aminopeptidase inhibitors, primary screen, biochemical, single point, plate reader; inhibition, % at 10.7 µM; recombinant ERAP1, Leu-AMC fluorescence, 60 min; actives 0.15% (n = 340,000); Endoplasmic reticulum aminopeptidase 1 (Homo sapiens), Q9NZ08;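 active = mean replicate inhibition of at least 30%, or all replicates individually reaching that 30% level; inactive = mean below 30% and not every replicate reaching it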;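 also: 0% = neutral control wells and 100% = L-leucinethiol positive control wells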
Target sequence (Q9NZ08 whole entry, looked up): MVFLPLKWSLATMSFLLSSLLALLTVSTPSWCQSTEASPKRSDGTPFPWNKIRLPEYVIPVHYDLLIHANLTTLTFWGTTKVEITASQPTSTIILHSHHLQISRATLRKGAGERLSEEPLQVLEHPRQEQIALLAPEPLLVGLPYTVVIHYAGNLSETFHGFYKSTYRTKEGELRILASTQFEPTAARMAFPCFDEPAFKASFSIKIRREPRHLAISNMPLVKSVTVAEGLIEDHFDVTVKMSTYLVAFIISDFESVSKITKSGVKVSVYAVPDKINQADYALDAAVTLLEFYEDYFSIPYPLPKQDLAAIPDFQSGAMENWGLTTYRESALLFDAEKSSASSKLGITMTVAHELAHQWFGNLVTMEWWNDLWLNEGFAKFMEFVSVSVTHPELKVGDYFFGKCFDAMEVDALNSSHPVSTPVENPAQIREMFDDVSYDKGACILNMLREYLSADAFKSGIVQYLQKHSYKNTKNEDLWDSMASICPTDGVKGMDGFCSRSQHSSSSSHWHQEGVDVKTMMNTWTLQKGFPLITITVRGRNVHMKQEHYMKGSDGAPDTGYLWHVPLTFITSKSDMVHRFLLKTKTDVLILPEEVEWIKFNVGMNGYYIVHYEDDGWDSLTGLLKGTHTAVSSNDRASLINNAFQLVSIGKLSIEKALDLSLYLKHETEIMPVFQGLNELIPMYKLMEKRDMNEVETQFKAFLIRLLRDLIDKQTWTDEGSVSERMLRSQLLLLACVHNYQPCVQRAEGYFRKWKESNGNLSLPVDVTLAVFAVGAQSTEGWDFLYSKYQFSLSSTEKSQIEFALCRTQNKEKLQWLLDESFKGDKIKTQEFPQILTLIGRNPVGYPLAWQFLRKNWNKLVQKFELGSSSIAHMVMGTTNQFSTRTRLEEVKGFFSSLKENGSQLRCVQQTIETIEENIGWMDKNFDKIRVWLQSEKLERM
An asterisk follows results filed as active; . = not tested or not shown; & = joins results of further samples.

mol	PglD DTNB	PGC1a acetyl inh	EWS-Fli block	FN deposit inh	LGR2 antag	PAX8 inh HTS	S100A4 inh HTS	ERAP1 inh
C[C@@H]1CN([C@H](C)CO)C(=O)c2cc(NC(=O)CCN3CCOCC3)ccc2O[C@@H]1CN(C)Cc1ccc2c(c1)OCO2	-1	-5	-7	-7	25	-25	8	0
COc1ccc(C[C@@H]2CCc3cnnn3COC[C@H](Cc3ccccc3)NC2=O)cc1	.	.	1	-1	-20	9	12	2
COc1ccc2c(c1)C(c1ccccc1)NC(=O)C2 (stereo not given)	0	-21	-4	10	-4	0	-7	-1
Cc1ccc(Cl)cc1NC(=S)N(CCN(C)C)C(C)c1ccccn1 (stereo not given)	-1	2	-2	10	1	-100	9	-4
Cc1ccc(S(=O)(=O)N(C)C[C@@H]2Oc3ncc(Br)cc3C(=O)N([C@H](C)CO)C[C@@H]2C)cc1	3&-4&-5	-5&5&2	0&-6&-3	-3	12&-10	-8	2&4&5	0&0&0
O=S(=O)(Cc1nnnn1-c1ccccc1)c1ccccc1	2	2	.	.	-7	2	1	2
CN(C)/N=C/c1ccc(OS(=O)(=O)c2ccccc2)cc1	.	1	-82	0	-43	-119	-4	-2
COc1ccccc1-c1nnc(SCC(=O)NC2CCCCC2)n1N	5	-8	-23	-3	5	-24	4	0
COC(=O)C[C@H]1C[C@H]2c3cc(N)ccc3O[C@H]2[C@H](CO)O1	1	3	-3	-3	.	20	-13	1
O=C(C[C@H]1CC[C@@H](NC(=O)Nc2ccc(C(F)(F)F)cc2)[C@@H](CO)O1)NCc1cc(F)cc(F)c1	8	8	-10	.	-8	7	6	0
Cc1cccc(-c2nnc(SCC(=O)NC3CCCC3)o2)c1	3	-2	-29	5	8	-28	2	-3
O=C(NCc1ccccc1CN1CCCC1)c1cccc(S(=O)(=O)N2CCCC2)c1	4	-9	-2	-2	4	0	44	4
COC(=O)C1=C(Nc2ccc(C)cc2)C=C(C)C(C(=O)OC)C1c1ccc(OC)cc1 (stereo not given)	-7	-2	.	-10	.	37	.	.
S=C(NCc1ccc2[nH]c3c(c2c1)CCCC3)Nc1ccccc1Cl	5	-4	-18	11	12	12	3	6
CN(CC(=O)Nc1cccc(F)c1)C(=O)c1cn(-c2ccccc2)nc1-c1ccccc1	2	.	2	-5	-3	2	-3	3
O=C(Nc1cccc(Cl)c1)NC1CC2CCC(C1)N2Cc1cccs1 (stereo not given)	.	-3	9	.	-6	-1	-1	-2
CCCc1ccc(S(=O)(=O)N2CCN(C(C)C(=O)NCc3ccccc3)CC2)cc1 (stereo not given)	.	.	1	-17	-6	7	0	-3
CCOC(=O)C1(CCOc2ccccc2)CCN(Cc2cccc(-n3cccn3)c2)CC1	-6	-11	12	8	36	6	-5	5
CC1=NN(c2ccccc2)C(=O)/C1=C\c1sccc1C	-10	4	16	-5	9	29	22	4
CCCCNC(=O)C1(C)CCN1C(=O)c1cccc(OC(F)(F)F)c1 (stereo not given)	-4	.	-2	-6	3	-1	0	-3

Continuation:
mol	PglD DTNB	PGC1a acetyl inh	EWS-Fli block	FN deposit inh	LGR2 antag	PAX8 inh HTS	S100A4 inh HTS	ERAP1 inh
CCC(=O)N1c2ccc(S(=O)(=O)NCc3ccco3)cc2CC1C (stereo not given)	-3	-10	.	-3	-8	5	-1	-2
Cc1ccc(OCCCC(=O)NC2CCCCC2)cc1	8	-5	-4	-3	3	-21	0	7
O=C(CCN1C(=O)c2ccccc2C1=O)NC(=S)Nc1ccccc1Cl	-2	.	-3	5	-8	-6	3	-3
COc1ccc(-n2cccc2C=O)cc1OC	-2	0	.	3	.	-18	.	.
COc1ccc(C#Cc2ccc3c(c2)[C@@H]2[C@@H](CCN2S(=O)(=O)c2ccccc2F)[C@@H](CO)N3C)cc1	0	26	9	5	12	-23	.	.
O=C(/C=C(\Nc1ccc(Cl)c(Cl)c1)c1ccccc1)c1ccccc1	.	.	-33	1	-95	6	-7	-3
O=C(N/N=C/c1ccc(OC(=O)c2ccccc2)c([N+](=O)[O-])c1)c1ccc(O)cc1	-5	12	.	5	2	-24	.	.
O=C(N[C@H]1CC[C@H](CCNC(=O)C2CCOCC2)O[C@H]1CO)c1ccccn1	-1	-4	-4	-8	-6	-10	8	-2
COc1cccc(S(=O)(=O)N[C@@H]2CC[C@@H](CC(=O)NCc3ccccc3)O[C@H]2CO)c1	4	0	7	.	-9	-5	-7	2
O=c1c(-c2c(O)cc(O)c3c(=O)cc(-c4ccc(O)cc4)oc23)c(-c2ccc(O)cc2)oc2cc(O)cc(O)c12	-5	4	1	.	.	.	-1	2
Cc1ccccc1CN(CC1CCC(C(=O)O)CC1)C(=S)Nc1ccccc1F (stereo not given)	0	-2	1	1	-3	9	-8	-1
COc1ccc(NC(=O)c2cc3c(=O)n4ccccc4nc3n2C)c(OC)c1	0	0	-45	-9	0	-21	1	0
Cc1cc(N2CCNC[C@@H]2C)ccc1N1CCS(=O)(=O)CC1	.	.	2	-2	18	11	0	0
O=C(Cn1nc(-c2ccccc2)ccc1=O)NCc1ccc(F)cc1	.	-12	-20	.	22	3	-1	7
CC(C)NC(=O)N(C)C[C@@H]1Oc2cc(-c3cccnc3)ccc2S(=O)(=O)N([C@H](C)CO)C[C@@H]1C	0	.	1	-4	11	.	-19	-1
Cc1ccccc1-c1nc(CS(=O)(=O)CC(=O)Nc2cc(F)ccc2F)c(C)o1	1	.	2	-1	-5	6	-8	3
O=C(C[C@H]1CC[C@@H]2NC[C@@H](O)COC[C@H]2O1)NCc1ccc2c(c1)OCO2	-2	-8	1	-7	11	1	.	.
CCOC(=O)c1cc2c(ccn2C)n1Cc1ccccc1C	-5	-2	2	.	-6	.	-1	4
Cc1cc(OC(C)C(=O)Nc2ccccc2C(=O)N2CCCC2)ccc1Cl (stereo not given)	-5	.	-2	.	5	4	3	2
Cc1cccc2c1cnn2C(=O)CCC(=O)N1CCC(C)CC1	1	-15	-11	-4	-18	-17	1	5

(further entries)
mol	PglD DTNB	PGC1a acetyl inh	EWS-Fli block	FN deposit inh	LGR2 antag	PAX8 inh HTS	S100A4 inh HTS	ERAP1 inh
C[C@@H]1CN([C@H](C)CO)C(=O)Cc2cc(NC(=O)Nc3cccc4ccccc34)ccc2O[C@H]1CN(C)Cc1ccc(Cl)c(Cl)c1	4	-8	-9	.	-9	.	-3	-1
COc1ccc(NC(=O)Nc2ccc3c(c2)C(=O)N([C@H](C)CO)C[C@@H](C)[C@H](CN(C)Cc2ccc(C(F)(F)F)cc2)OCCCC[C@@H](C)O3)cc1	6	4	7	-9	13	51	-24	-2
O=C(C1CCOCC1)N1CC(=O)N2[C@@H](CO)[C@@H](c3ccc(C#Cc4cccc(F)c4)cc3)[C@@H]2C1	.	-4	-3	.	11	-14	7	-1
O=C(NCC1CCCO1)c1nn2c(C(F)(F)F)cc(-c3cccs3)nc2c1Br (stereo not given)	5	-18	5	-6	3	-6	-4	-5
CC(=O)c1c(O)c(C)c(O)c2c1OC1=Cc3c(c(C)nn3-c3ccccc3)C(=O)C12C (stereo not given)	-1	3	2	11	7	12	-3	3
Cc1ccc(NC(=S)NNC(=O)c2nn(C)cc2Cl)cc1	4	0	.	-1	.	-53	.	.
COc1cccc(S(=O)(=O)N2C[C@H](O)COC[C@H]3O[C@@H](CC(=O)N4CCOCC4)CC[C@@H]32)c1	1	-5	3	-7	-2	1	3	-1
CCN(CC)C(=O)C1CCCN(Cc2ccc(OC)c(C)c2C)C1 (stereo not given)	1	3	.	5	-7	1	-6	0
CCOC(=O)c1csc(NC(C)=O)n1	.	-3	0	-3	18	6	-7	0
C[C@H]1CN([C@@H](C)CO)C(=O)Cc2cc(NC(=O)Cc3ccccc3)ccc2O[C@@H]1CN(C)Cc1ccc(C(=O)O)cc1	2	5	-12	.	-14	-17	-61	0
C[C@@H]1CN([C@H](C)CO)C(=O)c2cc(NC(=O)CCN3CCOCC3)ccc2O[C@@H]1CN(C)Cc1ccc(Cl)c(Cl)c1	-7	-1	.	.	-9	4	-2	-1
O=C(C[C@H]1C[C@H]2c3cc(NC(=O)C4CCC4)ccc3O[C@H]2[C@@H](CO)O1)NC1CCCC1	-3	2	1	8	14	1	-3	4
COc1cc(NC(=O)c2cccc(C)c2)c(OC)cc1NC(=O)CN1CCCCC1	.	-18	-3	4	-1	6	-1	-7
COc1cc(NC(=O)c2cc(-c3ccccc3Cl)on2)cc(OC)c1OC	-2	2	62*	14	13	9	1	1
COc1ccc(C(NC(=O)CN2CCCCCC2)c2ccc(OC)cc2)cc1	-3	-1	11	-14	-12	16	-1	-1
CN1CCN(S(=O)(=O)c2ccc(Sc3nnc(-c4cccs4)n3-c3ccccc3)nc2)CC1	-5	-4	.	3	.	16	.	.
COc1cccc2c(=O)n(CC(=O)Nc3ccccc3F)ccc12	3	-10	-19	9	-22	-28	-1	-1
Cc1nc(NC(=O)CSc2nnc(C3CC3)n2C)sc1C(=O)N(C)C	1	.	.	5	-13	3	3	-2
COc1cccc(NC(=S)NCc2ccc(F)cc2)c1	0	.	-13	-7	1	-18	3	-6
COc1ccc(OCCOC(=O)CNC(=O)c2cccc(C)c2)cc1	-4	.	0	-1	27	-3	-2	-1

3 records drawn at random from those above:
mol	PglD DTNB	PGC1a acetyl inh	EWS-Fli block	FN deposit inh	LGR2 antag	PAX8 inh HTS	S100A4 inh HTS	ERAP1 inh
C[C@H]1CN([C@@H](C)CO)C(=O)Cc2cc(NC(=O)Cc3ccccc3)ccc2O[C@@H]1CN(C)Cc1ccc(C(=O)O)cc1	2	5	-12	.	-14	-17	-61	0
Cc1nc(NC(=O)CSc2nnc(C3CC3)n2C)sc1C(=O)N(C)C	1	.	.	5	-13	3	3	-2
COc1cc(NC(=O)c2cccc(C)c2)c(OC)cc1NC(=O)CN1CCCCC1	.	-18	-3	4	-1	6	-1	-7

Later entries
mol	PglD DTNB	PGC1a acetyl inh	EWS-Fli block	FN deposit inh	LGR2 antag	PAX8 inh HTS	S100A4 inh HTS	ERAP1 inh
COc1ccccc1NC(=O)N1CCCC1C(=O)NCC1CCCO1 (stereo not given)	.	.	5	-5	21	-2	-3	0
C[C@@H]1CN([C@H](C)CO)C(=O)Cc2cc(NC(=O)c3ccncc3)ccc2O[C@@H]1CN(C)Cc1ccc(Cl)c(Cl)c1	-2	-12	.	.	5	10	-1	-2
Cc1ccc(Sc2c([N+](=O)[O-])c(=O)n(C)c3ccccc23)cc1	-8	.	17	-3	-2	-18	-8	2
COc1ccc(S(=O)(=O)N(C)C[C@@H]2OCCCC[C@@H](C)Oc3ccc(NC(=O)Nc4ccc(C(F)(F)F)cc4)cc3C(=O)N([C@H](C)CO)C[C@@H]2C)cc1	0	-2	-5	.	2	-13	99*	-8
CCC(=O)N1CC(=O)N2[C@@H](CO)[C@@H](c3ccc(C#Cc4cccc(OC)c4)cc3)[C@@H]2C1	.	-4	5	.	1	29	10	1
Cc1ccc(S(=O)(=O)Nc2ccccc2/C=N/c2nc3ccccc3n2C(C)C)cc1	.	.	-2	-4	13	41	29	-1
COc1ccc(CNc2ncc(-c3ccccc3)n2C)c2ccccc12	6	8	9	-2	10	10	0	7

Hits appear at their usual frequency; 2.1% or so of the library scored in one or more.
